# Efflux pump inh: antifungal efflux pump inhibition, Nile Red retention | S. cerevisiae Candida pump triplex | inhibition, % at 10 µM | 330,000 tested, 0.44% active | AID 485275;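 active = plate passing quality check with inhibition over a set limit, or well fluorescence over plate mean plus 4 SD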;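 note: Nile Red retained in pooled yeast measured as flow cytometry median fluorescence; 0% = buffer negative control and 100% = Enniatin B positive control; higher means more Nile Red kept so more efflux inhibition; some compounds called inactive have numbers as strong as hits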
# GLD-1 TGE inh: GLD-1-TGE RNA interaction inhibition (C. elegans); purified GLD-1 + fluorescein TGE RNA, fluorescence polarization; Q17339; 320,000 tested, 0.44% active; inhibition, % at 5.96 µM;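 active = percent inhibition above a per-plate cutoff, the plate mean of test compounds plus 3 SD, cut at about 30% in these data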;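 note: 0% = DMSO wells with GLD-1 and probe and 100% = wells lacking GLD-1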
# Target sequence (Q17339 whole entry, looked up): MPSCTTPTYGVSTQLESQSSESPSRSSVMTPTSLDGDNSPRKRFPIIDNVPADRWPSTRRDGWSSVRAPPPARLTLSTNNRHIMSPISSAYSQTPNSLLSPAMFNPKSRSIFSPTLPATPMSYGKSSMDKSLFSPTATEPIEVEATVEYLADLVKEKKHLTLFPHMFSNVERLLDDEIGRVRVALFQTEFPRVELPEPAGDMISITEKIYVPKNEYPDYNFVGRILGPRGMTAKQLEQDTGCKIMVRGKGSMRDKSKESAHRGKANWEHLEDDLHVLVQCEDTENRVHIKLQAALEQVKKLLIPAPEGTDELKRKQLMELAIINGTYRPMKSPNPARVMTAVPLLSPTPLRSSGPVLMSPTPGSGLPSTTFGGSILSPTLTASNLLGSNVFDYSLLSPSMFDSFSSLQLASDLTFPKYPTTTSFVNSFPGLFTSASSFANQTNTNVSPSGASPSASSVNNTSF
# MCL1-BIM inh: MCL1-BIM-BH3 interaction inhibition (human); GST-MCL1 / FITC-Bim-BH3 fluorescence polarization; 320,000 tested, 0.68% active; Q07820; inhibition, % at 10.9 µM; AID 2057;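 active = inhibition above the mean inhibition of all tested compounds plus 3 SD, set per campaign, cut at about 40% in these data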;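 note: 0% = DMSO wells and 100% = unlabeled Bim-BH3 peptide control; higher means more loss of mP so more displacement of Bim peptide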
# ZTA DNA inh: blocks Epstein-Barr virus ZTA, an EBNA-1 counter-screen; AID 2234; inhibition, % at 11 µM; P03206; 320,000 tested, 0.15% active; ZTA-DNA binding, fluorescence polarization; in the data active = inhibition above about 33%
# Target sequence (P03206 whole entry, looked up): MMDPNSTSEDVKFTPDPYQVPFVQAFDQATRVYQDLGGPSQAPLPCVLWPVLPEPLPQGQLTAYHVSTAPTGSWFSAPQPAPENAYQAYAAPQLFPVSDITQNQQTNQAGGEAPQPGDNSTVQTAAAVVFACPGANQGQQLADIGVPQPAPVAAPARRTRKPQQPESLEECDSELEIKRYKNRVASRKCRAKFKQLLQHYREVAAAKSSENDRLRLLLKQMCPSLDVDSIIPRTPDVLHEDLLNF
# EBNA-1 inhibitor: blocks EBNA-1 binding to DNA; AID 1950; inhibition, % at 14.8 µM; EBNA-1 DNA binding, fluorescence polarization; 300,000 tested, 0.34% active; in the data active = inhibition above about 28%
# CR mimetic SO: lowers age-related superoxide in aged yeast cells; S. cerevisiae aged cells, superoxide DHE fluorescence; active compounds read low; superoxide response (% of plate mean), % at 10 µM; 330,000 tested, 0.18% active;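 active = superoxide response under a set limit, about three screen SD below normal, cut at about 65% in these data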;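 note: yeast aged for seven days with compound at 30 °C before DHE staining; 100% = average MFI of all compound-treated wells on the plate with controls excluded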
# Fam108B inh: blocks mouse Fam108B hydrolase in RBBP9 counter-screen. recombinant Fam108B, FP-Rh probe fluorescence polarization. inhibition, % at 9.51 µM. 300,000 tested, 0.33% active. AID 1947;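 active = inhibition above the screen mean inhibition plus 3 SD, computed separately per campaign, cut at about 18% in these data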;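 note: inhibitors lower polarization as less probe binds the enzyme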
# Bcl-xL primary: inhibitors of human Bcl-xL; Q07817; 320,000 tested, 0.7% active; inhibition, % at 10.9 µM; GST-Bcl-xL / FITC-Bim BH3 peptide fluorescence polarization;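 active = inhibition above the mean of all tested compounds plus 3 SD, cutoff set per campaign, cut at about 30% in these data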;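 note: 0% = DMSO wells and 100% = unlabeled Bim-BH3 peptide competitor; inhibitors lower millipolarization by displacing the labeled peptide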
# Target sequence (Q07817 whole entry, looked up): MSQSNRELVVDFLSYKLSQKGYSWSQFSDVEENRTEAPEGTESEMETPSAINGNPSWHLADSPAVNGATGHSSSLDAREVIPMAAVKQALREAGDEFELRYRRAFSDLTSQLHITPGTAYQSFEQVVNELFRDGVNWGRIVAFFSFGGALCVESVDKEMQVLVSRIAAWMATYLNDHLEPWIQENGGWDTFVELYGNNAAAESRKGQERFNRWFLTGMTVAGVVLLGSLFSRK
# MEX-5 binding: C. elegans MEX-5 TCR-2 RNA binding activity; 300,000 tested, 0.38% active; MEX-5/FITC-TCR2 RNA binding, fluorescence polarization; active compounds read low; Q9XUB2; activity score (negative = inhibition of binding), % at 10 µM; AID 1832;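 active = inhibition past about -25% in most replicates, and total fluorescence under double the plate's negative control median, limit read from the data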;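 note: 0% = DMSO and -100% = 5 µM competing unlabeled TCR2 RNA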
# The depositor's hits bear a star; . = not tested or not shown.
(1) C=CCn1c(SC)nnc1-c1ccc2ncccc2c1
(2) COCCn1nnnc1CN(CCc1ccccc1)Cc1cc2ccc(C)cc2[nH]c1=O
(3) CN(CC(=O)Nc1ccc(Cl)cc1)CC(=O)Nc1ccc(C(N)=O)cc1
(4) CC(C(N)=O)N1C(=O)c2cccc3cccc1c23 (stereo not given)
(5) O=C(NCCN1CCOCC1)c1ccc(Cl)c(Cl)c1
(6) Cc1ccc(S(=O)(=O)NC(=O)Nc2nc(-c3ccc(F)c(F)c3)cs2)cc1
(7) COCC(=O)Nc1ccc(Br)c(C)c1
(8) CN(C)c1cccc(NC(=O)CCc2ccccc2)c1
(9) O=C(NCCOC(=O)c1ccccc1)c1ccccc1
(10) CC(=O)c1cccc(-n2c(CCC(=O)O)ccc2-c2ccc(C)cc2)c1

Compound,1,2,3,4,5,6,7,8,9,10
Efflux pump inh,-0.2,0.1,0.0,0.2,0.0,-0.1,0.1,-0.2,0.4,-0.1
GLD-1 TGE inh,0,-8,-9,0,9,1,1,-3,1,3
MCL1-BIM inh,6,4,-2,-3,6,0,2,12,-1,-4
ZTA DNA inh,-4,-8,8,-19,-10,1,-13,-6,-2,12
EBNA-1 inhibitor,6,4,4,-4,-6,-4,1,0,.,9
CR mimetic SO,97,97,77,102,94,116,114,100,119,121
Fam108B inh,5,5,3,4,1,-1,5,0,.,2
Bcl-xL primary,2,3,-10,-2,6,1,-1,6,-2,-4
MEX-5 binding,1.1,-2.0,-2.3,-1.0,-0.2,0.5,1.5,1.1,.,1.5

(11) COc1ccc(-c2c(C#Cc3ccsc3)c3cc(-c4ccc(OC)c(F)c4)ccc3n2C)cc1
(12) COc1ccccc1NC(=O)CSc1nc2nccnc2c(=O)n1Cc1cccs1
(13) COc1ccccc1N1CCN(C(=O)CCCn2nc(C)c([N+](=O)[O-])c2C)CC1
(14) Cc1cc(C)nc(SCc2nnc(SCC(=O)Nc3nccs3)n2Cc2ccco2)n1
(15) CC(=O)N1CCc2cc(S(=O)(=O)NCCN3CCC(C)CC3)ccc21
(16) CC(C)c1nc(SCC(=O)Nc2ccc(C(=O)O)cc2)c2c3c(sc2n1)CCCC3
(17) Cc1ccccc1-c1ccc(C(=O)Nc2cccc(F)c2)o1
(18) Cc1ccc(N(CC(=O)NCc2ccccc2)C(=O)CCC(=O)Nc2ccccn2)cc1
(19) Cc1cc(OCCN2CC(C)OC(C)C2)ccc1[N+](=O)[O-] (stereo not given)
(20) O=C(CNC(=O)COc1ccccc1)NCc1ccccc1F

Compound,11,12,13,14,15,16,17,18,19,20
Efflux pump inh,0.3,-0.2,0.0,-0.1,-0.2,-0.2,0.0,0.0,-0.6,-0.3
GLD-1 TGE inh,8,7,-4,2,7,-1,-10,-3,2,4
MCL1-BIM inh,-14,6,10,2,3,6,-9,1,6,7
ZTA DNA inh,2,-2,4,-6,1,3,-3,-6,-4,5
EBNA-1 inhibitor,.,3,15,6,-5,6,7,-6,6,-3
CR mimetic SO,115,101,96,96,94,80,102,96,76,107
Fam108B inh,.,4,3,-2,5,-4,-12,-5,2,1
Bcl-xL primary,-2,3,10,-2,7,17,0,-2,1,5
MEX-5 binding,.,1.4,-1.3,.,-2.1,1.4,1.7,1.6,-1.4,-0.4

# Quoted at random: 2 compounds from above
(19) Cc1cc(OCCN2CC(C)OC(C)C2)ccc1[N+](=O)[O-] (stereo not given)
(17) Cc1ccccc1-c1ccc(C(=O)Nc2cccc(F)c2)o1

Compound,19,17
Efflux pump inh,-0.6,0.0
GLD-1 TGE inh,2,-10
MCL1-BIM inh,6,-9
ZTA DNA inh,-4,-3
EBNA-1 inhibitor,6,7
CR mimetic SO,76,102
Fam108B inh,2,-12
Bcl-xL primary,1,0
MEX-5 binding,-1.4,1.7

# Other compounds.
(21) Cn1c(CNC(=O)c2ccco2)nnc1SCC(=O)N1c2ccccc2Sc2ccccc21
(22) Cc1ccc(N/C(CSC(N)=O)=N\S(=O)(=O)c2ccc(C)cc2)cc1
(23) COc1ccc(S(=O)(=O)N(C)CC(=O)N2CCN(C)CC2)cc1C
(24) COc1ccc(OCC(O)CNC(=O)c2ccccc2C(=O)O)cc1 (stereo not given)
(25) CN(C)c1nc(N)nc(CSc2nnnn2-c2ccc(F)cc2)n1
(26) COC(=O)c1ccc(Sc2ccccc2NS(=O)(=O)c2ccc(OC)cc2)nc1
(27) CC1(C)CC(C(=O)Nc2ccccc2)C(=O)O1 (stereo not given)
(28) COc1ccc(N2C(=O)NC(NS(=O)(=O)c3ccc(NC(C)=O)cc3)(C(F)(F)F)C2=O)cc1 (stereo not given)
(29) CC(C)(C)P(=O)(CO)c1ccccc1 (stereo not given)
(30) Cc1occc1C(=O)Nc1cc(=O)n(C)c(=O)n1C

Compound,21,22,23,24,25,26,27,28,29,30
Efflux pump inh,0.0,0.2,-0.1,0.2,0.1,0.2,-0.1,-0.1,-0.1,-0.1
GLD-1 TGE inh,6,5,7,-7,5,1,0,9,1,18
MCL1-BIM inh,-26,-3,2,-2,-10,2,1,-1,-3,21
ZTA DNA inh,-6,11,-6,9,1,-2,0,-5,-8,0
EBNA-1 inhibitor,4,-2,-1,-1,-11,-5,-3,-3,4,10
CR mimetic SO,97,101,110,107,97,111,104,100,101,88
Fam108B inh,-1,-1,2,3,-3,2,7,-1,3,2
Bcl-xL primary,-17,1,4,0,-8,5,-3,4,-4,22
MEX-5 binding,1.4,3.6,-1.7,1.8,-1.3,3.8,-0.8,-0.1,0.7,-7.9

(31) CCOC(=O)CCSc1nnc(-c2cccnc2)n1-c1ccccc1OC
(32) COc1ccc(N(C)C(=O)CC2(CC(=O)O)CCCCC2)cc1
(33) CCOc1cc(C(=O)CCC(=O)OCC(=O)Nc2ccc(C)c(S(=O)(=O)N(C)C)c2)ccc1O
(34) CCN1C(=O)C(CC(=O)Nc2ccc(OC)cc2)N(CCN2CCOCC2)C1=S (stereo not given)
(35) N#Cc1cc2c(nc1SCC(=O)Nc1sc3c(c1C#N)CCC3)CCCCC2
(36) COc1cc2[nH]c(=S)nc(NCc3cccnc3)c2cc1OC
(37) CC(C)CCC(=O)N1CCC(N2CCC(C(=O)NCc3ccccn3)CC2)CC1
(38) COc1ccc(CNC(=O)Cn2cc([N+](=O)[O-])cn2)cc1
(39) CC(=O)N/C(=C\c1ccc(Cl)cc1)C(=O)O
(40) Clc1nc2ccccc2cc1-c1nnn(-c2ccccc2)n1

Compound,31,32,33,34,35,36,37,38,39,40
Efflux pump inh,0.1,0.0,0.0,-0.2,0.0,-0.2,-0.1,-0.1,0.2,.
GLD-1 TGE inh,0,-3,-4,2,-2,-5,6,2,1,6
MCL1-BIM inh,-3,6,-2,-3,5,6,7,11,3,0
ZTA DNA inh,-7,16,0,0,10,-1,-1,-11,-9,-13
EBNA-1 inhibitor,-1,1,4,5,12,-9,2,-10,-6,4
CR mimetic SO,110,103,104,108,93,99,90,96,89,.
Fam108B inh,0,1,2,5,-1,14,1,0,3,1
Bcl-xL primary,5,4,1,9,4,7,16,6,-1,1
MEX-5 binding,-1.8,0.0,2.1,2.4,-4.0,-2.4,-5.3,-1.0,-5.0,-5.6

(41) CCOc1cc(/C=N/NC(=O)c2ccc(CSc3nncn3C)cc2)ccc1OCC(=O)N1CCOCC1
(42) C=CCn1c(C)cc(C(=O)COC(=O)c2ccc(N)c([N+](=O)[O-])c2)c1C
(43) c1ccc2c(c1)NC1(CCCCCC1)n1c-2nc2ccccc21
(44) CC(C)(C)N(C=C(Cl)Cl)C(=O)NC1CCCCC1
(45) CCOc1ccc(-c2c(C(=O)N/N=C(\C)c3ccccc3OC)nnn2-c2nonc2N)cc1
(46) Cc1cc(=O)n2nc(N3CCC(C(=O)NCc4ccccc4)CC3)sc2n1
(47) CCCNC(=O)c1ccc(N2CCC3(CC2)CC(c2cccc(Br)c2)=NO3)c(NC(=O)c2ccc(Br)cc2)c1
(48) O=C(O)CCCN1C(=O)/C(=C/c2ccncc2)SC1=S
(49) CCOC(=O)CSc1ncnc2c1c(-c1ccccc1)cn2-c1ccc(OC)cc1
(50) Cc1c(C(=O)Nc2ccc(C(F)(F)F)cc2)sc2ncn(CC(=O)N3CCN(c4ccccn4)CC3)c(=O)c12
(51) CSCCC(NC(=O)C1CCC(C)CC1)C(=O)O (stereo not given)
(52) CC(C)(C)C(=O)N1CCC(O)(CS(=O)(=O)Cc2ccc(Cl)cc2)CC1

Compound,41,42,43,44,45,46,47,48,49,50,51,52
Efflux pump inh,0.2,0.2,-0.3,0.2,0.0,-0.1,.,-0.1,0.3,0.3,0.0,0.2
GLD-1 TGE inh,-8,6,2,0,-1,1,-10,-4,7,1,1,0
MCL1-BIM inh,5,17,4,24,1,3,-20,0,2,4,2,1
ZTA DNA inh,0,-12,-4,6,1,-1,0,0,8,3,-7,2
EBNA-1 inhibitor,1,-7,6,4,-7,4,5,8,5,-15,5,9
CR mimetic SO,115,102,112,86,110,95,.,117,98,123,98,88
Fam108B inh,0,2,3,2,1,7,-6,1,-7,-1,2,-2
Bcl-xL primary,-3,8,-2,0,1,2,-9,5,5,9,5,1
MEX-5 binding,0.5,1.5,-2.3,3.7,-2.1,.,4.6,-0.1,3.8,-0.7,0.5,0.7

# Among those listed so far, 7 have fluorine.
(6) Cc1ccc(S(=O)(=O)NC(=O)Nc2nc(-c3ccc(F)c(F)c3)cs2)cc1
(11) COc1ccc(-c2c(C#Cc3ccsc3)c3cc(-c4ccc(OC)c(F)c4)ccc3n2C)cc1
(17) Cc1ccccc1-c1ccc(C(=O)Nc2cccc(F)c2)o1
(20) O=C(CNC(=O)COc1ccccc1)NCc1ccccc1F
(25) CN(C)c1nc(N)nc(CSc2nnnn2-c2ccc(F)cc2)n1
(28) COc1ccc(N2C(=O)NC(NS(=O)(=O)c3ccc(NC(C)=O)cc3)(C(F)(F)F)C2=O)cc1 (stereo not given)
(50) Cc1c(C(=O)Nc2ccc(C(F)(F)F)cc2)sc2ncn(CC(=O)N3CCN(c4ccccn4)CC3)c(=O)c12

Compound,6,11,17,20,25,28,50
Efflux pump inh,-0.1,0.3,0.0,-0.3,0.1,-0.1,0.3
GLD-1 TGE inh,1,8,-10,4,5,9,1
MCL1-BIM inh,0,-14,-9,7,-10,-1,4
ZTA DNA inh,1,2,-3,5,1,-5,3
EBNA-1 inhibitor,-4,.,7,-3,-11,-3,-15
CR mimetic SO,116,115,102,107,97,100,123
Fam108B inh,-1,.,-12,1,-3,-1,-1
Bcl-xL primary,1,-2,0,5,-8,4,9
MEX-5 binding,0.5,.,1.7,-0.4,-1.3,-0.1,-0.7

# Screening data as filed in PubChem.
